SKN-1 block = inhibitors of C. elegans SKN-1; C. elegans VP596 Pgst-4::GFP/RFP ratio, acrylamide-induced, 24 h; actives 0.49% (n = 360,000); inhibition, % at 21.8 µM;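 active = interference check ratio from 0.5 to 1.5 plus GFP to RFP signal ratio inhibition reaching or exceeding a fixed threshold, cut at about 30% in these data, passing the limit was not always enough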; also: some compounds called inactive have numbers as strong as hits
MsrA act = activates bovine MsrA enzyme; activation, % at 10.6 µM; actives 0.3% (n = 360,000); purified bovine MsrA, absorbance read-out; AID 602163; in the data active = activation above about 7.5%;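 also: 0% = vehicle and 100% = reference activator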
Neddyl block = cullin neddylation inhibition; calls only at 25 µM; actives 0.58% (n = 360,000); P61081+Q13564; TR-FRET cullin neddylation, biochemical; AID 651699; in the data active = inhibition above about 36%
NRP1-CendR mod = NRP-1/CendR interaction modulation; O14786; FAM-RPARPAR peptide binding to NRP-1, fluorescence polarization; inhibition, % at 25 µM; actives 0.85% (n = 360,000);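 active = inhibition or corrected inhibition above about 18%, plus a signal ratio from 0.5 to 1.5, limit read from the data, passing the limit was not always enough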; also: strong numbers were not always called active
MT1-MMP act inh = MT1-MMP (human) activation inhibition | P50281 | HT1080 RFP-PRO-GFP cells, GFP/RFP ratio fluorescence, overnight; percent of plate control window, DMSO zero | actives 0.061% (n = 360,000) | GFP/RFP ratio change, % at 20 µM;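 active = GFP/RFP ratio change of at least 30% with cell ATP level not reduced by more than half and red fluorescence within 50% of control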; also: strong numbers were not always called active
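Compound: 20 µM single dose, 1% DMSO / System: HT1080 RFP-PRO-GFP cells / Controls: DMSO and RFP-L50D-GFP cell wells / Read-out basis: GFP/RFP fluorescence ratio / Schedule: overnight compound exposure at 37 °C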
FAS TE block = FAS thioesterase (human) inhibition; P49327; recombinant FAS-TE, OMFH fluorogenic substrate, fluorescence endpoint; inhibition, % at 15 µM; actives 0.67% (n = 360,000); AID 602261;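 active = compounds whose normalised, plate-corrected inhibition of enzyme fluorescence in the single-dose primary screen is 50% or more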;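 also: 0% = DMSO with enzyme and 100% = substrate without enzyme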
MLLE-PAM2 inh = blocks PAM2 peptide binding to the PABP1 MLLE domain | P11940 | GST-MLLE / FITC-PAM2 fluorescence polarization | inhibition, % at 20 µM | actives 0.36% (n = 360,000) | AID 588489; in the data active = inhibition above about 35%, passing the limit was not always enough;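 also: plate controls were DMSO wells with GST-MLLE for no effect and wells lacking GST-MLLE protein for full effect; some results filed as inactive read as strong as hits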
E coli Lon inh = inhibitors of E. coli Lon protease; purified E. coli Lon protease, fluorescence polarization; actives 0.42% (n = 360,000); inhibition, % at 7.94 µM; AID 602123; P0A9M0; in the data active = inhibition above about 13%, passing the limit was not always enough;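 also: 0% = enzyme with probe and DMSO and 100% = no enzyme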
Rin1 Abl inh = human Rin1-Abl interaction inhibition. inhibition, % at 7.35 µM. AID 588664. TR-FRET Rin1/Abl binding, biochemical. actives 0.4% (n = 360,000). P00519+Q13671; in the data active = inhibition above about 5%, passing the limit was not always enough
The depositor's hits bear a star. Not a hit list. About 4% of those tested had a hit in this group.

What do the screens show for `CCOP(=O)(c1ccccc1Cl)C1(O)CCCCC1` (stereo not drawn)?
SKN-1 block: -10; MsrA act: -2; Neddyl block: inactive; NRP1-CendR mod: 7; MT1-MMP act inh: 1; FAS TE block: -3; MLLE-PAM2 inh: -5; E coli Lon inh: -3; Rin1 Abl inh: -3

How did Cc1ccc(C)c(-n2nnnc2SCC(=O)c2ccc3c(c2)NC(=O)CO3)c1 do in these assays?
SKN-1 block: 0; MsrA act: 1; Neddyl block: inactive; NRP1-CendR mod: 6; MT1-MMP act inh: -2; FAS TE block: -6; MLLE-PAM2 inh: -94; E coli Lon inh: -4; Rin1 Abl inh: 7

Results for CN=C(NC#N)NCCSCc1nc[nH]c1C ?
SKN-1 block: -3; MsrA act: -1; Neddyl block: inactive; NRP1-CendR mod: -12; MT1-MMP act inh: 0; FAS TE block: -3; MLLE-PAM2 inh: 11; E coli Lon inh: -1; Rin1 Abl inh: -3

What do the screens show for `CC1(C)CC(=O)C(C=NCc2cccnc2)=C(O)C1`?
SKN-1 block: -25; MsrA act: -1; Neddyl block: inactive; NRP1-CendR mod: 4; MT1-MMP act inh: 7; FAS TE block: -6; MLLE-PAM2 inh: -4; E coli Lon inh: -8; Rin1 Abl inh: 2

What do the screens show for `COc1cccc(CC(=O)OCC(=O)NC2CCCCCC2)c1`?
SKN-1 block: -5; MsrA act: -4; Neddyl block: inactive; NRP1-CendR mod: 1; MT1-MMP act inh: -2; FAS TE block: -3; MLLE-PAM2 inh: -61; E coli Lon inh: -11; Rin1 Abl inh: -1

What do the screens show for `CCCCn1c(N)c(N(CCOC)C(=O)C(C)N2C(=O)c3ccccc3C2=O)c(=O)[nH]c1=O` (stereo not drawn)?
SKN-1 block: 7; MsrA act: -5; Neddyl block: inactive; NRP1-CendR mod: 20; MT1-MMP act inh: -3; FAS TE block: -5; MLLE-PAM2 inh: 11; E coli Lon inh: -3; Rin1 Abl inh: -1

Results for CCNC(=S)Nc1ccc(C)c(S(=O)(=O)Nc2ccccc2OC)c1 ?
SKN-1 block: -3; MsrA act: -5; Neddyl block: inactive; NRP1-CendR mod: 0; MT1-MMP act inh: 1; FAS TE block: 1; MLLE-PAM2 inh: 12; E coli Lon inh: 1; Rin1 Abl inh: 1

How did COC(=O)c1cc2c([nH]c1=O)CCCC2=O do in these assays?
SKN-1 block: -4; MsrA act: -2; Neddyl block: inactive; NRP1-CendR mod: -5; MT1-MMP act inh: 2; FAS TE block: -12; MLLE-PAM2 inh: 23; E coli Lon inh: -1; Rin1 Abl inh: -2

How did COc1ccc(NC(=O)NCc2ccco2)cc1OC do in these assays?
SKN-1 block: -11; MsrA act: -2; Neddyl block: inactive; NRP1-CendR mod: -2; MT1-MMP act inh: 0; FAS TE block: -2; MLLE-PAM2 inh: 1; E coli Lon inh: 8; Rin1 Abl inh: -2

How did CCOc1ccc(CN2CCC(n3nccc3NC(=O)c3ccccc3OC)CC2)cc1 do in these assays?
SKN-1 block: -15; MsrA act: -7; Neddyl block: inactive; NRP1-CendR mod: 6; MT1-MMP act inh: 1; FAS TE block: -6; MLLE-PAM2 inh: -12; E coli Lon inh: -8; Rin1 Abl inh: 0

How did COc1ccc(Cl)cc1N(CC(=O)Nc1ccccc1C(=O)NCc1ccco1)S(C)(=O)=O do in these assays?
SKN-1 block: 0; MsrA act: -9; Neddyl block: inactive; NRP1-CendR mod: 10; MT1-MMP act inh: 0; FAS TE block: 10; MLLE-PAM2 inh: -2; E coli Lon inh: -10; Rin1 Abl inh: 1

What do the screens show for `C=CCN1C(=O)C(Cc2ccccc2)SC1=Nc1ccc(C(=O)O)cc1` (stereo not drawn)?
SKN-1 block: 3; MsrA act: -1; Neddyl block: inactive; NRP1-CendR mod: 3; MT1-MMP act inh: 9; FAS TE block: -9; MLLE-PAM2 inh: 13; E coli Lon inh: -5; Rin1 Abl inh: -5

What do the screens show for `O=C(CSc1n[nH]c(-c2cc(Cl)ccc2Cl)n1)NCCN1C(=O)CSC1=O`?
SKN-1 block: -17; MsrA act: -7; Neddyl block: inactive; NRP1-CendR mod: 5; MT1-MMP act inh: -2; FAS TE block: -13; MLLE-PAM2 inh: -9; E coli Lon inh: -3; Rin1 Abl inh: -1

Results for CCc1ccc(C2CC(c3ccco3)=NN2S(C)(=O)=O)cc1 (stereo not drawn) ?
SKN-1 block: -2; MsrA act: 0; Neddyl block: inactive; NRP1-CendR mod: -52; MT1-MMP act inh: -3; FAS TE block: -7; MLLE-PAM2 inh: 2; E coli Lon inh: -2; Rin1 Abl inh: 2

How did COc1ccc(NC(=O)Nc2ccc(C(=O)N3CCOCC3)cc2)c(OC)c1 do in these assays?
SKN-1 block: 5; MsrA act: -6; Neddyl block: inactive; NRP1-CendR mod: 2; MT1-MMP act inh: 0; FAS TE block: -4; MLLE-PAM2 inh: 0; E coli Lon inh: 4; Rin1 Abl inh: 3

How did O=C(NCCC1CCCCN1S(=O)(=O)c1ccccc1)C(=O)Nc1ccccc1 (stereo not drawn) do in these assays?
SKN-1 block: 17; MsrA act: 1; Neddyl block: inactive; NRP1-CendR mod: 12; MT1-MMP act inh: 6; FAS TE block: 18; MLLE-PAM2 inh: 7; E coli Lon inh: -11; Rin1 Abl inh: 1

What do the screens show for `Cc1cc(C(=O)CCC(=O)N(C)CC2COc3ccccc3O2)c(C)s1` (stereo not drawn)?
SKN-1 block: 4; MsrA act: -1; Neddyl block: inactive; NRP1-CendR mod: 7; MT1-MMP act inh: -3; FAS TE block: 12; MLLE-PAM2 inh: -3; E coli Lon inh: -5; Rin1 Abl inh: 2

How did CCCCc1nc2sc3c(=O)n(N)cnc3c2c2c1CCC2 do in these assays?
SKN-1 block: -9; MsrA act: -4; Neddyl block: inactive; NRP1-CendR mod: -5; MT1-MMP act inh: 0; FAS TE block: 4; MLLE-PAM2 inh: 5; E coli Lon inh: -2; Rin1 Abl inh: -4

What do the screens show for `c1ccc2c(c1)ccc1ccccc12`?
SKN-1 block: 8; MsrA act: 0; Neddyl block: inactive; NRP1-CendR mod: 3; MT1-MMP act inh: 4; FAS TE block: 17; MLLE-PAM2 inh: 5; E coli Lon inh: -6; Rin1 Abl inh: -8

Results for CCOc1cccc(N)c1 ?
SKN-1 block: 7; MsrA act: 4; Neddyl block: inactive; NRP1-CendR mod: -11; MT1-MMP act inh: 0; FAS TE block: -6; MLLE-PAM2 inh: -3; E coli Lon inh: -2; Rin1 Abl inh: 3

How did COC(=O)c1ccc(N/C=C\C(=O)c2ccc3c(c2)OCO3)cc1 do in these assays?
SKN-1 block: 11; MsrA act: 0; Neddyl block: inactive; NRP1-CendR mod: 22*; MT1-MMP act inh: 7; FAS TE block: 0; MLLE-PAM2 inh: -2; E coli Lon inh: 4; Rin1 Abl inh: 1

Results for CSc1nc(C(=O)N2CCCC(C(=O)c3ccc(Cl)cc3)C2)cs1 (stereo not drawn) ?
SKN-1 block: 3; MsrA act: -2; Neddyl block: inactive; NRP1-CendR mod: -2; MT1-MMP act inh: -4; FAS TE block: 4; MLLE-PAM2 inh: 5; E coli Lon inh: -4; Rin1 Abl inh: -3

How did Cc1cccc(NC(=S)N(CCCN2CCOCC2)C(C)c2cc3ccccc3o2)c1 (stereo not drawn) do in these assays?
SKN-1 block: 2; MsrA act: -2; Neddyl block: inactive; NRP1-CendR mod: 6; MT1-MMP act inh: -2; FAS TE block: 18; MLLE-PAM2 inh: -104; E coli Lon inh: 8; Rin1 Abl inh: 0

What do the screens show for `CC(OC(=O)C1CC1)C(=O)Nc1ncc(Cl)cc1Cl` (stereo not drawn)?
SKN-1 block: 7; MsrA act: 5; Neddyl block: inactive; NRP1-CendR mod: -1; MT1-MMP act inh: 1; FAS TE block: -9; MLLE-PAM2 inh: -3; E coli Lon inh: 4; Rin1 Abl inh: -1

What do the screens show for `CC(OC(=O)c1ccc2ccccc2n1)C(=O)Nc1ccc(N2CCOCC2)cc1` (stereo not drawn)?
SKN-1 block: 4; MsrA act: -4; Neddyl block: inactive; NRP1-CendR mod: 5; MT1-MMP act inh: -3; FAS TE block: -2; MLLE-PAM2 inh: -10; E coli Lon inh: 6; Rin1 Abl inh: -4

What do the screens show for `CC1(C)O[C@H]2CC(=O)OC[C@]23[C@H]2CC[C@@]4(C)[C@H](c5ccoc5)OC(=O)[C@H]5O[C@]54[C@]2(C)[C@@H](O)C[C@@H]13`?
SKN-1 block: 22; MsrA act: -2; Neddyl block: inactive; NRP1-CendR mod: 21; MT1-MMP act inh: -4; FAS TE block: -13; MLLE-PAM2 inh: 14; E coli Lon inh: 4; Rin1 Abl inh: 2

Results for COc1ccc2[nH]c3c(=O)n(CCCC(=O)NC4CCCCC4C)c(=S)[nH]c3c2c1 (stereo not drawn) ?
SKN-1 block: -12; MsrA act: -3; Neddyl block: inactive; NRP1-CendR mod: -9; MT1-MMP act inh: -1; FAS TE block: -12; MLLE-PAM2 inh: -46; E coli Lon inh: -2; Rin1 Abl inh: 0

What do the screens show for `COc1ccccc1NC(=O)C1CCCN(S(=O)(=O)c2ccc3c(c2)CC(C)N3C(C)=O)C1` (stereo not drawn)?
SKN-1 block: -6; MsrA act: -5; Neddyl block: inactive; NRP1-CendR mod: 8; MT1-MMP act inh: 7; FAS TE block: 2; MLLE-PAM2 inh: -10; E coli Lon inh: 10; Rin1 Abl inh: -5

How did O=C(CN1CCCC1)N1CCCc2c1c(=O)oc1ccc(OCc3ccccc3)cc21 do in these assays?
SKN-1 block: 21; MsrA act: 2; Neddyl block: active; NRP1-CendR mod: 3; MT1-MMP act inh: 51*; FAS TE block: -6; MLLE-PAM2 inh: -2; E coli Lon inh: 6; Rin1 Abl inh: -2

Results for COC(=O)C1=CN(Cc2ccc(F)cc2)C=C(C(=O)OC)C1c1cc(OC)c(OC)c(OC)c1 ?
SKN-1 block: -17; MsrA act: 0; NRP1-CendR mod: 12; MT1-MMP act inh: -1; FAS TE block: 11; MLLE-PAM2 inh: 11; E coli Lon inh: 6; Rin1 Abl inh: 2

Screening results: PubChem, several laboratories
